# Source: PubChem
# Rab9 promoter act – Rab9 promoter activation. AID 485297. Potency, µM (doses to about 9.22 µM), for inactives: at the top dose activation, negative = inhibition, hits mostly activators. Huh7 Rab9 promoter-luciferase reporter, luminescence, 24 h. 320,000 compounds, 2.8% hits; note: potency is the fitted concentration of half-maximal effect; % of control where 0% means no effect; nearly all actives have a fitted effect of over 60% in size
#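 Luminescence read-out: Huh7 cells stably expressing Rab9-luciferase, treated 24 h with compound at 37 °C, then lysed with luciferase reagent for 10 min at ambient before reading.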
# NPC1 prom act – activators of NPC1 promoter. Huh7 NPC1 promoter luciferase reporter, 24 h. Potency, µM (highest dose often 9.22 µM), inactives show top-dose activation, usual class: activators. 320,000 compounds, 2.4% hits;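 note: potency is the fitted concentration of half-maximal effect; % of control where 0% means no effect; nearly all actives have a fitted effect of over 60% in size; reporter is driven by a mutant NPC1 promoter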
#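 Huh7 reporter cells (NPC1 promoter driving luciferase) are dosed with compound for 24 h at 37 °C, 5% CO2; luciferase detection reagent is then added and luminescence measured after 10 min at ambient temperature.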
# PKM2 activator – increases activity of human pyruvate kinase M2; P14618; AID 1631; 260,000 compounds, 0.34% hits; purified PKM2, Kinase-Glo ATP luminescence, activation; response scale: 0% is enzyme alone, no compound; Potency, µM (titrated, usually from 57.5 µM), for inactives: top-dose activation, actives largely listed as activators; note: potency is the fitted concentration of half-maximal effect; % is set by controls: 0 for no effect and ±100 for the full control effect; nearly all actives have a fitted effect of over 55% in size
# Target sequence (P14618 whole entry, looked up): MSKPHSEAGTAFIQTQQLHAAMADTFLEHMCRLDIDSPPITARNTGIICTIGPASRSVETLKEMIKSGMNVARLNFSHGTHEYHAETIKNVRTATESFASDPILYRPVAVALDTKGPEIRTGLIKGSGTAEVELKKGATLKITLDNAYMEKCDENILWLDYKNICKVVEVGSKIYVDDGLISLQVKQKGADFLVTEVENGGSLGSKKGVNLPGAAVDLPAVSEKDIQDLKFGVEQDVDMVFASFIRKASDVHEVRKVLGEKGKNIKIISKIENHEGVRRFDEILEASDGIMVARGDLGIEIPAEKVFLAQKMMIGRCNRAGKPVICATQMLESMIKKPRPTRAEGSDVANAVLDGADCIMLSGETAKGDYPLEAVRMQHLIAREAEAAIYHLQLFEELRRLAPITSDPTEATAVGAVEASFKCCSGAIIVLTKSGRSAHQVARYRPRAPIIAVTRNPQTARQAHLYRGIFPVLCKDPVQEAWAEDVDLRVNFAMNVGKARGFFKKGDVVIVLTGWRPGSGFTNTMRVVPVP
#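 Purified hPK-M2 (>95%) run at intermediate activity with 0.1 mM ADP and 0.5 mM PEP in 50 mM imidazole pH 7.2, KCl, MgCl2; 1 h room temperature. ATP formed read by Kinase-Glo luminescence; normalized to uninhibited and no-enzyme controls.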
# Menin MLL FP TR – menin-MLL binding inhibition, Texas Red mutant peptide | Potency, µM (titrated, usually from 61.6 µM), for the others: at the top dose FP activity change, negative = inhibition, hits mostly inhibitors | Menin + Texas Red MLL mutant peptide, fluorescence polarization | 270,000 compounds, 0.23% hits; active = well fitted inhibition curve with a large enough effect in the polarisation, with a control signal flat, not every such curve was filed as active; inconclusive = small, poorly fitted or top-dose-only effect, or effect the other way, or a change in a side signal; inactive = no such curve, though single readings can be large or run the other way; the % refers to the polarisation; note: potency is the fitted concentration of half-maximal effect; % of control where 0% means no effect; many of its hits are not listed in these tables
# FLuc modulator – firefly luciferase modulation, counter-screen for miR-21 project; Potency, µM (titrated, usually from 57.5 µM), without a hit: at the top dose activity change, negative = inhibition, hits mostly inhibitors; AID 588342; purified FLuc, Km substrates, luminescence inhibition; 360,000 compounds, 6.9% hits;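 note: potency is the fitted concentration of half-maximal effect; plate controls were vehicle for no effect and reference inhibitor for full effect; nearly all actives have a fitted effect of over 55% in size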
#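 Purified P. pyralis luciferase (10nM final) with 10uM D-luciferin and 10uM ATP (Km levels) in 50mM Tris acetate pH 7.5, 10mM Mg acetate, 0.01% Tween-20, 0.05% BSA; qHTS 6-point titration, ~60 µM downward; luminescence read.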
# VP16 counter – counter-screen for ROR gamma inhibitors: Gal4-VP16 reporter | 310,000 compounds, 3.5% hits | Drosophila S2 Gal4-VP16 UAS-luciferase, luminescence, 20 h | Potency, µM (highest dose often 53.6 µM), for the others: at the highest dose activity, negative = inhibition, hits mostly inhibitors;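 note: Gal4-VP16 expression switched on by copper sulfate through the metallothionein promoter; potency is the fitted concentration of half-maximal effect; % is set by controls: 0 for no effect and ±100 for the full control effect; nearly all actives have a fitted effect of over 50% in size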
# Giardia killer – Giardia lamblia killing | Giardia lamblia trophozoite viability | AID 540267 | activity change, % at 7.66 µM, hits read low | 340,000 compounds, 0.15% hits; in the data active = activity change below about -80%; inconclusive = between about -30% and that limit;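 note: parasites exposed to compound for two days anaerobically before the ATP read; % is set by controls: 0 for no effect and ±100 for the full control effect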
#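 Anaerobic 48 hrs incubation at 37 deg C of 100 trophozoites/well with test compounds; ATPLite 1-Step luminescence, 15-30 min RT, reports cellular ATP as viability.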
# BRCA1 expr up – increases BRCA1 expression; MCF7-BRCA1-FFLuc reporter, luminescence, 48 h; response scale: scaled: vehicle 0%, 10 µM genistein 100%; Potency, µM (doses to about 46.1 µM), without a hit: at the top dose activation, hits mostly activators; 380,000 compounds, 1.1% hits; AID 624202; note: potency is the fitted concentration of half-maximal effect; nearly all actives have a fitted effect of over 80% in size; some results filed as inactive show a strong effect at the top dose
#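 MCF7 cells carrying a BRCA1-firefly luciferase reporter (2000 cells/well, phenol-red free MEM) were attached for 2 h at 37 °C, then given compounds for 48 h. Luminescence was read 15 min after luciferase reagent; activity normalized to genistein (10 microM) and DMSO.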
# p53 reactivator – mutant p53 re-activation in reporter cells | H1299 p53-A138V BP100-luciferase reporter, luminescence, 24 h | Potency, µM (top dose mostly 92.2 µM), for the others: top-dose activity change, positive = activation, actives largely listed as activators | 320,000 compounds, 0.063% hits | AID 504706; note: potency is the fitted concentration of half-maximal effect; % of control where 0% means no effect; nearly all actives have a fitted effect of over 45% in size
#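 p53-null H1299 cells stably carrying temperature-sensitive p53-A138V and a BP100-luciferase reporter were pinned with compounds (4-point, 1:5 series) and held 24 hrs at 37 deg C. Luminescence was read 10 min after detection reagent.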
# ELG1 genotox – genotoxicity induction in ELG1-luciferase HEK293T cells. HEK293T ELG1-luciferase reporter, luminescence, 16 h. Potency, µM (titrated, usually from 46 µM), inactives show at the top dose activity change, positive = activation, most hits filed as activators. 330,000 compounds, 1.3% hits. AID 504466; note: potency is the fitted concentration of half-maximal effect; % of control where 0% means no effect; nearly all actives have a fitted effect of over 60% in size
#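 Luminescence read-out: rising ELG1-luciferase signal, reflecting elevated ELG1 protein under genetic stress, flags genotoxic compounds. Cells were treated for 16 hr at 37 °C before ONE-Glo detection.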
# RORgamma inh – blocks mouse ROR gamma transcriptional activity. P51450. Drosophila S2 Gal4-RORgamma UAS-luciferase reporter, 20 h. Potency, µM (top dose mostly 53.6 µM), for the others: top-dose activity change, negative = inhibition, hits mostly inhibitors. 310,000 compounds, 5.4% hits. AID 2551; note: potency is the fitted concentration of half-maximal effect; % is set by controls: 0 for no effect and ±100 for the full control effect; nearly all actives have a fitted effect of over 60% in size
# Target sequence (P51450 whole entry, looked up, the tested form may be a part): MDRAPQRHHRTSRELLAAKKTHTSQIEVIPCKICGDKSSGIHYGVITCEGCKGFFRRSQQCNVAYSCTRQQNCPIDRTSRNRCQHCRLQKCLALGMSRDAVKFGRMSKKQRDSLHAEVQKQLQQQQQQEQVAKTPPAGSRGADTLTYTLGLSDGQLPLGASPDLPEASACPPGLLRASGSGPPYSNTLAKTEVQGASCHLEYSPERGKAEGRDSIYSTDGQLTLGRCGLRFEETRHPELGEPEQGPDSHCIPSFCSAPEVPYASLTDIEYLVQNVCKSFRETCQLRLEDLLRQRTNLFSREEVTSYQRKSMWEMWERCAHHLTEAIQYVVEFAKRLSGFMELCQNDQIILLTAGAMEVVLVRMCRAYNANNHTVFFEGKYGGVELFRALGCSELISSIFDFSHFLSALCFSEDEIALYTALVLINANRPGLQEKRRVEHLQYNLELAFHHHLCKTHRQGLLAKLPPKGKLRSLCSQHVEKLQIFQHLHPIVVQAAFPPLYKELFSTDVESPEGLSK
#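 Stably transfected Drosophila Schneider cells are the test system, with ROR gamma fused to Gal4 and luciferase under UAS control; luminescence is read after 20 hr of 700 uM copper sulfate induction at ambient temperature.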
# An asterisk follows results filed as active; ? = inconclusive; nt = no result given; [ ] = dose if it differs, or a comment. Unless noted, calls come from the whole dose curve; as a rule, active = well fitted curve in the direction sought with a large enough effect; inconclusive = small, poorly fitted or top-dose-only effect, or another doubt; inactive = no such curve, though single readings can be large; an effect the other way counts as inactive or inconclusive. These rows are one share of the data (hit frequency here may not be typical).
SMILES,Rab9 promoter act,NPC1 prom act,PKM2 activator,Menin MLL FP TR,FLuc modulator,VP16 counter,Giardia killer,BRCA1 expr up,p53 reactivator,ELG1 genotox,RORgamma inh
Nn1c(SCc2cccc(F)c2)nnc1-c1cccnc1,10%,1%,2%,nt,3%,2%,7,0%,9%,5%,23%
Clc1ccc(OCc2nc(-c3ccncc3)no2)c(Br)c1,0.71µM*,1.3µM*,-2%,4%,2.1µM*,-1%,9,4µM*,?,?,0%
CN(C)/C=C/C(=O)c1cnc(-c2cccc(Cl)c2)s1,1.3µM*,3.2µM*,-1%,?,12µM*,?,-1,?,6%,?,10%
O=[N+]([O-])c1cccc(/C=N\N2CCN(Cc3ccccc3Cl)CC2)c1,-2%,-2%,6%,-6%,?,4%,8,39%,18%,9%,?
Nn1c(Nc2ccccc2)nc2ccccc2c1=O,2%,2%,-27%,-12%,-17%,3%,-2,5%,0%,1%,5%
CN(C)C(=O)c1ccc(NC(=O)c2cccc(S(=O)(=O)N3CCCCCC3)c2)cc1,-5%,3%,nt,nt,2%,nt,-13,-11%,-2%,0%,nt
COc1cc(NC(=O)c2ccno2)cc(C(=O)Nc2cccc(C(F)(F)F)c2)c1,-7%,-4%,-1%,nt,?,8%,5,-32%,-7%,-7%,-5%
Cc1ccc(C(=O)Nc2ccncc2)cc1S(=O)(=O)N1CCOCC1,-4%,-5%,-4%,nt,-2%,-6%,8,-51%,-28%,-6%,-6%
COc1ccnc(Oc2ccccc2)c1C(N)=O,6%,9%,1%,-8%,-1%,-4%,2,-6%,-1%,3%,-6%
COc1cc(C2NC(=O)CCC2[N+](=O)[O-])c(OC)cc1Br (centres undefined),-1%,-1%,nt,16%,-1%,-4%,-6,-12%,1%,-2%,-18%
CCCC(=O)N1CC(=O)Nc2ccc(F)cc2C1c1ccccc1 (centres undefined),5%,1%,-1%,1%,2%,-1%,-27,21%,-5%,1%,-16%
Cc1cc(C)cc(OCC(=O)NNC(=O)c2cc(C)[nH]n2)c1,-2%,3%,-1%,-3%,-1%,3%,-1,9%,4%,1%,3%
COc1ccc(/C=N/NC(=O)c2ccoc2C)cc1COc1ccc(Cl)cc1,nt,nt,-2%,9%,-19%,13µM*,-4,-75%,nt,nt,7.1µM*
COc1ccc(C(=O)COC(=O)c2cc(C)no2)c(OC)c1,10%,2%,nt,nt,-3%,nt,-1,17%,6%,-3%,nt
COc1ccc(S(=O)(=O)NC(C)C(=O)NCc2cccnc2)cc1Cl (centres undefined),2%,-2%,-5%,16%,-2%,0%,3,-10%,-4%,-6%,3%
O=C(COC(=O)/C=C/c1cccs1)NC(c1ccccc1)c1ccccc1,2%,0%,-1%,0%,0%,-18%,16,0%,2%,18%,-38%
COC(=O)c1ccc(OCC(O)CN2C(=O)c3ccccc3S2(=O)=O)cc1 (centres undefined),-5%,-10%,0%,-6%,-2%,-18%,15,-18%,0%,-2%,4%
Cc1ccc(C)n1CCN1CCN(CC(=O)Nc2cc(C(F)(F)F)ccc2Cl)CC1,-4%,0%,3%,-13%,6%,?,nt,nt,2%,-7%,27%
O=C(O)c1ccc2c(=O)n3c(nc2c1)/C(=C/c1ccc(F)cc1)CC3,-1%[1.84 µM],4%,nt,?,-7%,6%,8,-27%,10%,15%,-18%
CCN1CCCC1CNC(=O)c1ccc2c(c1)N(Cc1cccc(Cl)c1)C(=O)c1ccccc1S2(=O)=O (centres undefined),-3%,4%,nt,nt,5%,-5%,5,-41%,10%,0%,0%
Cc1cc(NC(=O)CSc2nnc3c(C)cc4ccccc4n23)no1,5%,2%,-3%,-4%,8%,3%,19,6%,2%,-6%,-41%
COc1ccc(Nc2ncnc3ccc([N+](=O)[O-])cc23)c(OC)c1,-3%,-1%,-1%,1%,-1%,5%,9,-42%,10%,-7%,30%
COc1ccc(N(C)C(=O)c2cn(CC(C)C)c(=O)c3cc(OC)c(OC)cc23)cc1,3%,-2%,nt,-25%,6%,1%,-7,-19%,-4%,-5%,40%
CC(C)(CNC(=O)c1cc(-c2ccc(Cl)s2)nc2ccccc12)N1CCOCC1,0%,-6%,nt,nt,?,nt,-19,-11%,-6%,-4%,nt
CS(=O)(=O)c1ccc(Cl)c(NC(=O)c2cccc(-n3cnnn3)c2)c1,0%,1%,nt,nt,-5%,nt,-27,-43%,-10%,-1%,nt
CCN(CC)S(=O)(=O)c1ccc(C(=O)Nc2ccc(OCC(=O)N3CCOCC3)cc2)cc1,2%,-2%,6%,-17%,?,17%,9,-5%,1%,-7%,26%
CCOC(=O)CSc1nc2cc(C(=O)NCc3ccco3)ccc2c(=O)n1C1CCCCC1,0%,-1%,3%,-1%,-2%,nt,22,-1%,1%,-8%,44%[0.365 µM]
Cc1cccc(-c2nc(=S)c3c(o2)CCCC3)c1,1.4µM*,1.4µM*,-8%,nt,3.4µM*,?,-4,1%,?,?,-33%
COc1ccc(NC(=S)N2CCC(NC(=O)c3ccc(OC)cc3)CC2)cc1,-2%,-1%,-1%,?,3%,4%,-14,-11%,-7%,2%,34%
CC(C)CNc1cc(N2CCCC2)ccc1[N+](=O)[O-],-7%,-5%,0%,8%,-7%,?,-6,-18%,-4%,-4%,12%
c1ccc2c(c1)N1CCCN=C1N2CCN1CCCCC1,-10%,1%,-11%,-15%,1%,2%,4,-19%,-2%,-6%,5%
NC(=O)c1ccc(NC(=O)CSC2=Nc3ccccc3C3CC=NN23)cc1 (centres undefined),0%,1%,22%,-11%,0%,8%,-11,-31%,-5%,15%,?
CCN(CC)CCCNc1nc(SC)nc2sc3c(c12)CCN(C)C3,6%,-3%,nt,?,1%,-12%,nt,nt,-6%,2%,6%
CCOc1ccc2nc(NC(=O)CSc3nc(-c4ccccc4)c(C#N)c(=O)[nH]3)sc2c1,2%,0%,3%,86%[activator],17µM*,-3%,-10,92%,21%,11%,16%
CCCN(Cc1nnc(-c2ccccc2Cl)o1)C(=O)c1cc(S(=O)(=O)N2CCOCC2)ccc1F,-1%,0%,nt,nt,2%,nt,-10,-7%,-5%,-3%,nt
CC1(/[N+]([O-])=C/c2ccc(Cl)cc2Cl)CCCCC1=O (centres undefined),1%,-3%,-3%,nt,-4%,5%,-7,0%,-2%,1%,8%
COC(=O)c1c(-c2ccc(SC)cc2)sc2ccccc12,-5%,?,nt,nt,?,nt,1,78%,?,13%,nt
CNC(=O)c1cc2cc(Cc3ccccc3Cl)ccc2oc1=O,13%,1%,8%,-13%,-6%,0%,-28,-2%,6%,5%,29%
Cc1c(Cl)cccc1NC(=O)Cc1ccc([N+](=O)[O-])cc1,14%,-10%,4%,16%,-7%,-26%,-5,-8%,9%,0%,-2%
Cc1cccc(NS(=O)(=O)c2nnc(NC(=O)CC(C)C)s2)c1,0%,0%,nt,-1%,1%,-7%,-8,-9%,-7%,-2%,26%
O=C(CCS(=O)(=O)c1cccc2nsnc12)NC1CCCCCC1,0%,-2%,1%,8%,-1%,6%,12,-8%,-5%,0%,11%
Cc1scc(C(=O)N/N=C/c2ccc(OC(C)C)cc2)c1C,?,29%,-5%,?,6.7µM*,-23%,15,?,15%,?,-14%

# Reprinted at random: 2 records from the list
SMILES,Rab9 promoter act,NPC1 prom act,PKM2 activator,Menin MLL FP TR,FLuc modulator,VP16 counter,Giardia killer,BRCA1 expr up,p53 reactivator,ELG1 genotox,RORgamma inh
CNC(=O)c1cc2cc(Cc3ccccc3Cl)ccc2oc1=O,13%,1%,8%,-13%,-6%,0%,-28,-2%,6%,5%,29%
c1ccc2c(c1)N1CCCN=C1N2CCN1CCCCC1,-10%,1%,-11%,-15%,1%,2%,4,-19%,-2%,-6%,5%

# Limited to Rab9 promoter act and FLuc modulator (6 entries from above):
canonical_smiles | Rab9 promoter act | FLuc modulator
Clc1ccc(OCc2nc(-c3ccncc3)no2)c(Br)c1 | 0.71µM* | 2.1µM*
CN(C)/C=C/C(=O)c1cnc(-c2cccc(Cl)c2)s1 | 1.3µM* | 12µM*
O=[N+]([O-])c1cccc(/C=N\N2CCN(Cc3ccccc3Cl)CC2)c1 | -2% | ?
Nn1c(Nc2ccccc2)nc2ccccc2c1=O | 2% | -17%
CN(C)C(=O)c1ccc(NC(=O)c2cccc(S(=O)(=O)N3CCCCCC3)c2)cc1 | -5% | 2%
COc1cc(NC(=O)c2ccno2)cc(C(=O)Nc2cccc(C(F)(F)F)c2)c1 | -7% | ?
